Screens from PubChem BioAssay.
procasp3 activ: procaspase-3 (human) activation | P42574 | recombinant procaspase-3 D3A, Ac-DEVD-pNA absorbance 405 nm | activation, % at 8.5 µM | 330,000 compounds, 0.11% hits | AID 463141;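 active = activation above the mean of all tested compounds plus 3 SD, cut at about 21% in these data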;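 also: 0% = DMSO alone and 100% = DMSO wells spiked with extra 5 µM PC-3 D3A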
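material = Procaspase-3 D3A mutant | probe or stimulus = Ac-DEVD-pNA | compound = single dose, 8.5 µM nominal compound, 0.8% DMSO | timing = 1 h preincubation, 2 h reaction | measured by = 405 nm absorbance of p-nitroaniline, reads at 0 and 120 min | benchmarks = DMSO-only low control, 5 µM PC-3 D3A high control | repeats = singlicate, each compound tested once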
proCasp7 act: counter-screen: procaspase-7 (human) activation; 330,000 compounds, 0.093% hits; recombinant procaspase-7, Ac-DEVD-pNA absorbance 405 nm; D23A/D198A/D206A triple mutant, cannot self-cleave; scale: DMSO 0, 5 µM enzyme 100; P55210; activation, % at 8.5 µM; AID 463210;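 active = percent activation above the screen-wide mean plus 3 SD, cut at about 25% in these data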
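Replicates: singlicate. Assay system: Procaspase-7 triple mutant (PC-7 D3A). Signal: 405 nm absorbance of p-nitroaniline. Times: 1 h preincubation, 2 h reaction. Buffer or medium: Zinc-free HEPES pH 7.4 with 300 mM NaCl, 0.01% Triton X-100. Also added: DEVD-pNA substrate. Benchmarks: DMSO wells as 0%, DMSO with 5 µM added PC-7 as 100%.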
MEP2-GFP yeast: yeast TOR pathway MEP2-GFP modulation | S. cerevisiae MEP2-GFP strain, flow cytometry GFP, 3 h; 100% = DMSO control level | AID 2016 | GFP response vs DMSO, % at 10 µM | 330,000 compounds, 0.51% hits;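 active = GFP response versus DMSO above a set limit, roughly screen mean plus 3 SD, cut at about 180% in these data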;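 also: median GFP fluorescence of the barcode-gated MEP2-GFP cells per well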
AHR act: activates the human aryl hydrocarbon receptor; AHR-responsive luciferase reporter cells, luminescence; activation, % at 5 µM; 320,000 compounds, 2.5% hits; AID 2796; in the data active = activation above about 47%;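 also: 0% = vehicle wells and 100% = reference agonist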
ZTA counter: ZTA (EBV) inhibition in EBNA-1 counter-screen | P03206 | ZTA-DNA binding, fluorescence polarization | inhibition, % at 11 µM | 320,000 compounds, 0.15% hits | AID 2234; in the data active = inhibition above about 33%
LAP4-GFP MLPCN: yeast TOR pathway LAP4-GFP modulation | S. cerevisiae LAP4-GFP multiplex, flow cytometry GFP, 3 h; median GFP as percent of DMSO wells | GFP response vs DMSO, % at 10 µM | 320,000 compounds, 0.34% hits;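 active = GFP response vs DMSO above a set limit, about the screen mean plus 3 SD, cut at about 150% in these data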
RPL19A-GFP yeast: alters RPL19A-GFP fluorescence in TOR pathway yeast screen | S. cerevisiae RPL19A-GFP strain, flow cytometry, 3 h; active compounds read low | percent response vs DMSO, % at 10 µM | 330,000 compounds, 0.3% hits;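 active = percent response vs DMSO below 50%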;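 also: median channel GFP fluorescence of the barcoded RPL19A-GFP strain; ratio of sample median GFP to plate DMSO average so 100% = DMSO; lower means less RPL19A-GFP as with rapamycin TOR inhibition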
EBNA-1 inhibitor: blocks EBNA-1 binding to DNA; EBNA-1 DNA binding, fluorescence polarization; inhibition, % at 14.8 µM; 300,000 compounds, 0.34% hits; in the data active = inhibition above about 28%
* = called active by the depositor; / = no result given; & = joins results of further samples; ! = a repeat was not active; [ ] = remark or other dose.

SMILES,procasp3 activ,proCasp7 act,MEP2-GFP yeast,AHR act,ZTA counter,LAP4-GFP MLPCN,RPL19A-GFP yeast,EBNA-1 inhibitor
COc1ccc(Cc2nnc(N/N=C/c3ccc(O)cc3)[nH]c2=O)cc1OC,-4,-4,/,10,7,/,/,-14
COc1nc(C)nc2c1sc1nc3c(cc12)COC(C)(C)C3,2,2,85,1,0,95,91,-3
Cc1cc(C(=O)COC(=O)CNC(=O)c2ccco2)c(C)n1Cc1ccco1,0,1,108,-4,-9,100,102,4
CCCCn1c(N)c(N(CCOC)C(=O)c2ccc(S(=O)(=O)N3CCCCCC3)cc2)c(=O)[nH]c1=O,-8,0,97,0,0,100,99,11
CC1(O)c2ccccc2C(=O)N1CCc1ccccc1F (stereo not given),0,11,99,76*,1,100,98,-8
CC1CCCCN1C(=O)CSc1nnc(Cc2ccccc2)n1C (stereo not given),-8,5,104,-1,-5,95,98,-14
CC(OC(=O)c1ccc(NS(=O)(=O)c2cccs2)cc1)C(=O)N(C)C1CCCCC1 (stereo not given),-6,-2,104,-3,-5,100,111,0
O=C(NCc1ccccc1)c1ccc(CN2CCOCC2)cc1,2,11,106,0,-11,102,104,1
O=C1c2ccccc2C(=O)c2c1cccc2N1CCN(C/C=C/c2ccccc2)CC1,1,7,114,3,-8,104,74,-10
O=C(O)CONC(=O)c1cc(OCC(F)(F)F)ccc1OCC(F)(F)F,0,4,103,3,-18,95,99,11
O=C(Nc1cc(S(=O)(=O)N2CCOCC2)ccc1O)c1ccco1,-6,-12,107,-1,-12,108,101,-6
O=C(CCNC(=O)c1ccccc1Cl)NCc1ccncc1,16,6,102,0,5,96,101,-8
O=C(C1CCCN1S(=O)(=O)c1ccc(Br)cc1)N1CCOCC1 (stereo not given),4,-4,97,-3,3,90,106,2
CCOc1ccccc1-n1nnnc1SCC(=O)NCc1ccco1,0,4,103,2,9,88,98,1
COc1ccc(C(=O)n2c(N)nc3ccccc32)cc1OC,-1,-2,108,27,3,93,101,0
CN(C)C(/C=C/Nc1ccc(F)cc1)=C(C#N)C#N,0,15,99,45,-6,103,94,2
Cc1cc(NC(=O)/C=C/c2ccc(F)cc2)n(-c2nc3ccccc3[nH]2)n1,-6,5,101,9,2,96,99,-10
CC(C)(C)OC(=O)N[C@@H](Cc1ccccc1)[C@H](O)c1ccco1,-5,0,89,2,18,106,96,-8
CN1C(=O)C(O)(c2nnc(-c3ccccc3)o2)c2ccccc21 (stereo not given),0,1,92,-1,-2,83,96,-12
Cc1cccc(C(=O)N2CCCC(N3CCN(c4cccc(Cl)c4)CC3)C2)n1 (stereo not given),6,4,103,0,0,106,107,0

SMILES,procasp3 activ,proCasp7 act,MEP2-GFP yeast,AHR act,ZTA counter,LAP4-GFP MLPCN,RPL19A-GFP yeast,EBNA-1 inhibitor
Cc1cccn2c(=O)c(C=O)c(Sc3ncccn3)nc12,2,-1,100,29,1,91,98,7
CCOC(=O)c1cccc(NC(=O)COc2nsnc2N2CCOCC2)c1,-7,3,97,8,-3,88,92,-6
FC(F)(F)c1nc2cc3nc4ccccc4[nH]c3cc2n1,9,6,109,55*,-11,112,100,-7
CCOc1ccc(NC(=O)CN(C)S(=O)(=O)c2cccs2)cc1,1,-1,97,11,7,96,101,2
CCC(C)n1c(SCC(=O)Nc2ccccc2C(F)(F)F)nc2ccsc2c1=O (stereo not given),12,9,96,-4,18,118,101,14
O=C(NCc1ccccc1)c1csc(-c2cccnc2)n1,-10,1,106,67*,-1,111,103,8
C/C(Cc1ccccc1)=N\NC(=O)CCCCCC(=O)N/N=C(\C)Cc1ccccc1,-6,3,98,3,-4,102,101,3
CCC(O)C1CCN(C(=O)c2cc(COc3ccc(F)cc3F)on2)CC1 (stereo not given),5,-1,95,-2,19,91,95,8
CCCOc1ccc([N+](=O)[O-])cc1C1NC(=S)NC(c2ccccc2)=C1C(=O)OCC (stereo not given),2,-8,102,1,-6,99,97,-6
COc1ccc(-n2nc(C(=O)NCC(=O)NCc3ccco3)c3ccccc3c2=O)cc1Cl,12,-4,101,1,-7,98,100,11
Nc1c(SCCC(=O)O)ccc2c1C(=O)c1ccccc1C2=O,0,-5,106,12,-5,122,100,-16
Cc1ccc(NC(=O)Cn2c(=O)n(CCCCC(=O)NCc3ccco3)c(=O)c3ccccc32)cc1,-9,0,98,-1,-2,99,100,-2
CC(=O)N1CCOc2ccc(S(=O)(=O)Nc3cccc(C)c3)cc21,4,6,97,4,14,104,99,2
O=C(Cc1cccc(C(F)(F)F)c1)NCC(=O)Nc1cc(Cl)ccc1Cl,-7,7,106,3,-12,94,98,6
CC(C)(O[C@@H]1O[C@H](CO)[C@@H](O)[C@H](O)[C@H]1O)[C@H]1Cc2cc3ccc(=O)oc3cc2O1,10,-4,92,-1,13,105,96,9
COCCCNC(=O)Cc1coc2ccc3ccccc3c12,12,12,97,4,5,105,106,-8
COc1ccccc1C1C2=C(CCCC2=O)N(CC(=O)O)C2=C1C(=O)CCC2,-43,-44,257*[may fluoresce violet],6,-12,58[may fluoresce violet],14*[may fluoresce violet],-12
CCOC(=O)N1CCC(N(C(=O)Nc2ccc(CC)cc2)C(C)CC)CC1 (stereo not given),-14,-9,95,9,-11,96,92,3
Cc1nn(C)cc1C1C2=C(CC(C)(C)CC2=O)N(c2ccccc2)C2=C1C(=O)CC(C)(C)C2,0,3,98,1,4,105,100,10
O=C(COc1ccccc1)n1nc(-c2ccc(Cl)cc2)nc1NCc1ccco1,10,-7,95,-6,-1,96,99,-5

SMILES,procasp3 activ,proCasp7 act,MEP2-GFP yeast,AHR act,ZTA counter,LAP4-GFP MLPCN,RPL19A-GFP yeast,EBNA-1 inhibitor
CCO[C@H]1OC(C(=O)N2CCOCC2)=C[C@@H](c2ccc(Br)cc2)[C@@H]1CCCO,-2,10,97,1,-4,123,99,-5
Cc1oc2cc(OCC(=O)O)ccc2c(=O)c1Oc1ccccc1,-9,4,100,-1,-10,98,99,2
CC(=O)c1ccc(N2Cc3ccccc3C2)cc1,3,2,99,-1,-9,99,101,1
CC(O)CN1C(=O)C(CC(=O)Nc2ccc(Cl)cc2)SC1=Nc1ccccc1 (stereo not given),1,9,95,1,-10,93,96,-5
CC(=O)Oc1ccc(/C=N/NC(=O)C2CCCN2S(=O)(=O)c2ccc(Cl)cc2)cc1 (stereo not given),-7,-1,93,-1,-18,91,92,-4
COc1ccccc1NC(=O)CN1C(=O)COc2ccc(S(=O)(=O)N3CCCCCC3)cc21,-1,13,95,0,-7,91,94,1
CC(C)C(NC(=O)OCc1ccccc1)C(=O)OCC(=O)N1CCCCC1 (stereo not given),1,-4,108,5,-7,116,103,7
Cc1cc(Cl)c(S(=O)(=O)NC(C(=O)O)C(C)C)cc1OCC(=O)NC1CCCCC1 (stereo not given),-4,-9,114,-4,-4,94,102,7
CCN1CCN(CCC(=O)Nc2ccc(Br)c(C)c2)CC1,3,-2,104,1,3,101,99,1
O=C(c1ccc(F)cc1)N1CCN2C(=O)c3ccccc3C12c1ccccc1 (stereo not given),-3,5,90,-1,8,100,93,-4
O=C1CCCC2=C1C(c1ccc(Br)cc1)c1c([nH]c(=S)[nH]c1=O)N2 (stereo not given),-11,-1,104,6,5,98,98,9
COc1ccc(-n2ncc3c2CC(C)(C)CC3NC(=O)CCN2CCCC2=O)cc1 (stereo not given),-3,-1,94,-1,5,91,99,0
CCCN1CC=C2C(C#N)=C(N)C(C#N)(C#N)C(c3cccc(OC)c3OC)C2C1 (stereo not given),-6,1,106,2,-1,106,103,6
CCOc1cc(C(=O)N=c2sccn2C)ccc1OC(F)F,8,-1,103,-8,-4,98,104,6
CC(C)(C)NC(=O)c1cccc(NC(=O)c2cccc(O)c2)c1,6,-11,104,5,0,106,101,4
COc1cc(/C=C2\NC(=S)N(C)C2=O)ccc1OCc1cccc(F)c1,-3,0,113,5,-13,85,106,-14
O=C(Nc1ccccc1)Nc1cccc(-c2cn3cccnc3n2)c1,-2,1,100,10,8,94,98,-6
Cc1c(NC(=O)C(C)N(c2ccccc2)S(C)(=O)=O)c(=O)n(-c2ccccc2)n1C (stereo not given),-6,-10,97,1,-10,98,94,-10
COc1cc(C(=O)NC2CCN(Cc3ccccc3)CC2)cc(Cl)c1OC,-1,-7,102,3,6,89,100,-6
O=C(CCS(=O)(=O)Cc1ccccc1)Nc1nncs1,1,5,104,5,21,95,102,3

Complete entries as entered above. Screens in order: procasp3 activ	proCasp7 act	MEP2-GFP yeast	AHR act	ZTA counter	LAP4-GFP MLPCN	RPL19A-GFP yeast	EBNA-1 inhibitor
`CCO[C@H]1OC(C(=O)N2CCOCC2)=C[C@@H](c2ccc(Br)cc2)[C@@H]1CCCO` is listed as -2	10	97	1	-4	123	99	-5
`O=C(Nc1ccccc1)Nc1cccc(-c2cn3cccnc3n2)c1` is listed as -2	1	100	10	8	94	98	-6

The list continues:
SMILES,procasp3 activ,proCasp7 act,MEP2-GFP yeast,AHR act,ZTA counter,LAP4-GFP MLPCN,RPL19A-GFP yeast,EBNA-1 inhibitor
COc1ccc(NC(=S)NCCc2c(C)[nH]c3ccc(OC)cc23)cc1,1,7,98,-10,-11,83,97,7
CCN1C(=O)[C@H]2[C@@H](c3ccc(-c4ccc(OC)cc4)c(OC)c3)N3CCCC[C@@]3(C(=O)OC)[C@H]2C1=O,9,-7,102,2,5,94,100,-6
CC(C)Nc1nc(Cl)nc(NN(C)c2nc(N(C)C)nc(N(C)C)n2)n1,0,0,93,2,10,84,93,1
O=C(NCCc1ccc(Cl)cc1)C1CCCN(c2ncnc3c2nc2n3CCCCC2)C1 (stereo not given),10,-8,92,3,-4,86,95,-8
CC(C)(C)n1nc2c(c1NC(=O)c1cc([N+](=O)[O-])ccc1Cl)CS(=O)(=O)C2,-4,3,96,1,4,97,92,5
CCc1nc(CNC(=O)c2cc(OC)c(OC)c(OC)c2)no1,10,-20,99,0,3,99,98,7
CN(C)C1N(C(=O)c2ccccc2)N=C2c3ccccc3S(=O)(=O)N21 (stereo not given),-2,1,95,-1,5,99,98,5
CCOC(=O)NC(c1cccc(Cl)c1)C1CCCCCC1=O (stereo not given),2,5,94,4,15,93,99,1
CC(=O)Nc1nc(CCC(C)C)cc2c1c(=O)oc1ccccc12,-5,-8,102,15,-12,93,100,0
O=C(c1ccc(F)cc1F)N1CCN(c2ncccn2)CC1,1,-7,97,7,17,107,97,-6
CCCCNC(=S)Nc1ccc2nc3n(c(=O)c2c1)CCCCC3,-2,-6,106,0,-7,98,102,-2
CN(Cc1ccccc1F)c1ccc(S(=O)(=O)N2CCCC2)cn1,-5,4,92,-1,3,90,91,-6
COCCCn1c(=S)[nH]c2c(sc3ccccc32)c1=O,4,-3,88,1,-1,84,91,2
C/C(=N/NC(=O)CNC(=O)c1cccnc1)c1ccco1,-10,6,94,0,7,108,93,7
O=[N+]([O-])c1ccc(SCCc2ccncc2)cc1,-12&-35,-27&-29,98&84,-1&3,-4&-15,156*!,99&101,-4&-7
COc1cc(NC2c3ccccc3C(=O)N2Cc2ccc3c(c2)OCO3)cc(OC)c1OC (stereo not given),-3,5,99,1,-2,100,94,-1
C/C(=N\NC(=O)c1ccc(Cl)cc1)c1ccccn1,2,5,100,5,4,123,105,-7

Exported with two lines to a compound: 2 of the compounds above
Values in the order: procasp3 activ | proCasp7 act | MEP2-GFP yeast | AHR act | ZTA counter | LAP4-GFP MLPCN | RPL19A-GFP yeast | EBNA-1 inhibitor
> CN(Cc1ccccc1F)c1ccc(S(=O)(=O)N2CCCC2)cn1
  -5 | 4 | 92 | -1 | 3 | 90 | 91 | -6
> O=C(NCCc1ccc(Cl)cc1)C1CCCN(c2ncnc3c2nc2n3CCCCC2)C1 (stereo not given)
  10 | -8 | 92 | 3 | -4 | 86 | 95 | -8
